NR2E3 ag-1 – agonists of human nuclear receptor NR2E3. Q9Y5X4. GST-NR2E3/biotin-RetCOR TR-FRET, 1536-well. inhibition of corepressor binding, % at 4.78 µM. 320,000 compounds, 0.12% hits. AID 2300;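 active means percent inhibition above the cutoff of mean plus 3 SD of all tested compounds, set per screening campaign, cut at about 20% in these data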;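 further: 0% = DMSO wells and 100% = biotin wells as full block of FRET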
Target sequence (Q9Y5X4 whole entry, looked up): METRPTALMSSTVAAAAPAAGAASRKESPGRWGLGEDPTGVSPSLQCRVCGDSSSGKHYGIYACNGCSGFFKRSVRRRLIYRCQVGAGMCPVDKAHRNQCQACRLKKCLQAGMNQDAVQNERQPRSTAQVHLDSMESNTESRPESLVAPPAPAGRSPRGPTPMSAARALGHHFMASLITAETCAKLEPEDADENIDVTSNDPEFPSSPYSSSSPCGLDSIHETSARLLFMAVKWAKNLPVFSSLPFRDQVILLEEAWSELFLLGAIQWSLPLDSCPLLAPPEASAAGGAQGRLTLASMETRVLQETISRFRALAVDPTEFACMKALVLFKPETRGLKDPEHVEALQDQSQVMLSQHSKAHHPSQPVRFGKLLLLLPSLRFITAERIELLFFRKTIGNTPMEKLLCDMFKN
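Assay system: NR2E3–RetCOR corepressor complex. Quantity: 1.35 nM GST-NR2E3. Buffer or medium: pH 7.5 Tris-based buffer. Reagent: biotinylated RetCOR corepressor at 7 nM final. Schedule: 5 h at 4 °C. Detection: TR-FRET, emission read at 617 and 671 nm. Replicates: one well per compound, singlicate testing.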
TROY NFkB inh – inhibitors of TROY-dependent NF-kB signaling | Q293 LMP1-TROYcd NF-kB luciferase reporter, 4 h | inhibition, % at 10 µM | 360,000 compounds, 0.98% hits | AID 1347056;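 active means compounds whose plate-normalised and pattern-corrected inhibition of the luciferase reporter signal at the single screening dose is 50% or more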
Shn3 3UTR inh – inhibitors of Schnurri-3 3'UTR reporter in osteoblasts; Clone20 osteoblast Shn3 3'UTR firefly luciferase, 24 h; 360,000 compounds, 0.52% hits; inhibition, % at 12.5 µM;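 active means mean inhibition of at least 75% with every replicate also reaching 75%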;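 further: 0% = median of neutral control wells and 100% = pilot-screen positive control compound; some compounds past the cut are filed as inactive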
HIF-2a block – blocks HIF-2a reporter activity | 786-0 RCC cells HIF-2a reporter, luciferase luminescence, overnight | inhibition, % at 18.8 µM | 360,000 compounds, 0.72% hits | AID 624352;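 active means inhibition of the luminescence signal of 40% or more relative to plate controls, in a single-dose primary screen at 18.75 µM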
KKLEB cytotox – CF airway cell cytotoxicity counter-screen; 360,000 compounds, 0.36% hits; KKLEB CF airway cells viability, ATPlite luminescence, overnight; stronger effect = lower value; cells stimulated with P. aeruginosa culture filtrate; activity change (cytotoxicity), % at 5 µM;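 active means corrected activity change at or below -50% at 5 µM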
TWEAK-Fn14 inh – blocks TWEAK-Fn14 interaction in a reporter cell assay. inhibition, % at 10 µM. TWEAK-stimulated Fn14 reporter cells, luciferase luminescence, 8 h. 360,000 compounds, 2% hits; in the data active means inhibition above about 50%
NR2E3 ag-2 – activates human NR2E3 receptor. CHO-S Gal4-NCOR/VP16-NR2E3 two-hybrid, luciferase. inhibition of corepressor binding, % at 3.98 µM. 360,000 compounds, 0.35% hits. AID 602229;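 active means inhibition above the mean of all tested compounds plus 3 SD, cut at about 70% in these data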;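 further: 0% = DMSO with NR2E3 transfected cells and 100% = cells lacking NR2E3 construct; higher means lower luciferase signal from less NR2E3 corepressor binding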
C8 TRAIL sens – caspase-8 TRAIL sensitization; NB7+C8 cells + TRAIL, ATPlite viability luminescence; inhibition (viability loss, TRAIL sensitization), % at 10 µM; 360,000 compounds, 1% hits; AID 624354;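 active means compounds causing at least 50% loss of cell viability in the single-dose screen, relative to plate controls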
Peg3 promoter – Peg3 promoter activity inhibition | HeLa PEG-Prom luciferase reporter, luminescence, overnight | inhibition, % at 20 µM | 360,000 compounds, 1.7% hits;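 active means inhibition of at least 50% at 20 µM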
MITF TRPM1 inh – MITF TRPM1 promoter inhibition in SK-MEL-5 cells; 330,000 compounds, 0.83% hits; inhibition, % at 12.5 µM; SK-MEL-5 TRPM1 promoter luciferase, 24 h;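 active means mean inhibition across replicates of 60% or more, whatever share of single replicates reaches that level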; further: values of inactives mirror those of a sister screen read the other way
CF NFkB block – blocks PAF-induced NF-kB reporter in cystic fibrosis cells | KKLEB NF-kB-GFP reporter, GFP fluorescence overnight | inhibition, % at 5 µM | 360,000 compounds, 0.86% hits;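 active means at least 50% inhibition at 5 µM, scaled per plate between neutral and stimulator controls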;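 further: PAF is a Pseudomonas aeruginosa culture filtrate used as stimulus; plate controls were PAF-stimulated DMSO wells for no effect and unstimulated DMSO wells for full effect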
Numbers without * were called inactive; . = no result given.

SMILES	NR2E3 ag-1	TROY NFkB inh	Shn3 3UTR inh	HIF-2a block	KKLEB cytotox	TWEAK-Fn14 inh	NR2E3 ag-2	C8 TRAIL sens	Peg3 promoter	MITF TRPM1 inh	CF NFkB block
CCN(CC)CCCNC(=O)c1nn2c(C(F)(F)F)cc(-c3ccccc3)nc2c1Cl	.	5	0	1	0	-5	14	16	7	-2	-6
COc1ccc(CCNC(=O)COC(=O)Cc2cc(OC)c(OC)c(OC)c2)cc1	-3	-2	4	19	5	-10	0	12	2	5	12
CCOc1ccc(NC(=O)COC(=O)Cc2ccc(S(=O)(=O)N3CCOCC3)s2)cc1	2	7	40	-12	4	-2	-138	-24	-4	-5	6
CCC(=O)/C=C1/Sc2ccc(OC)cc2N1CC	2	6	-5	2	-1	6	-16	-8	18	11	-2
CC(C)(C)c1ccc(OCCC(=O)OCC(=O)NC2CCCCC2)cc1	1	-12	6	2	13	-10	-1	2	4	-2	-7
O=C1CCC(=O)N1N1C(=O)C2C3c4ccccc4C(c4ccccc43)C2C1=O (stereo unspecified)	7	-5	10	-12	3	-9	5	0	-36	5	-3
COc1ccc(Nc2ccc(N3C(=O)CCCC3=O)cc2[N+](=O)[O-])cc1OC	2	-15	-12	8	-1	-19	-2	-4	7	7	-7
NC(=O)c1ccc(-n2nnnc2Oc2ccccc2C(=O)N2CCOCC2)cc1	-3	-3	3	3	8	4	17	6	1	12	-1
CCNC(=O)CN(Cc1ccccc1)S(=O)(=O)c1ccccc1	2	4	-2	15	4	31	19	4	15	2	4
NC(=O)C1Cc2ccccc2CN1C(=O)c1cc(C2CC2)nn1-c1ccccc1 (stereo unspecified)	.	-8	4	6	3	-6	-6	-12	-4	3	6
COc1ccc(CCNCC(=O)Nc2ccc(C)c(Br)c2)cc1OC	0	-14	4	9	-6	-13	6	-4	-1	-1	-4
CCOc1ccc(S(=O)(=O)N2CCCC(C(=O)NC3CC3)C2)cc1Cl (stereo unspecified)	0	11	-11	5	-9	0	15	0	6	10	5

Quoted at random: 4 records from the list
SMILES	NR2E3 ag-1	TROY NFkB inh	Shn3 3UTR inh	HIF-2a block	KKLEB cytotox	TWEAK-Fn14 inh	NR2E3 ag-2	C8 TRAIL sens	Peg3 promoter	MITF TRPM1 inh	CF NFkB block
O=C1CCC(=O)N1N1C(=O)C2C3c4ccccc4C(c4ccccc43)C2C1=O (stereo unspecified)	7	-5	10	-12	3	-9	5	0	-36	5	-3
CCNC(=O)CN(Cc1ccccc1)S(=O)(=O)c1ccccc1	2	4	-2	15	4	31	19	4	15	2	4
CCOc1ccc(S(=O)(=O)N2CCCC(C(=O)NC3CC3)C2)cc1Cl (stereo unspecified)	0	11	-11	5	-9	0	15	0	6	10	5
CCN(CC)CCCNC(=O)c1nn2c(C(F)(F)F)cc(-c3ccccc3)nc2c1Cl	.	5	0	1	0	-5	14	16	7	-2	-6

Later entries
SMILES	NR2E3 ag-1	TROY NFkB inh	Shn3 3UTR inh	HIF-2a block	KKLEB cytotox	TWEAK-Fn14 inh	NR2E3 ag-2	C8 TRAIL sens	Peg3 promoter	MITF TRPM1 inh	CF NFkB block
CCn1c(CNC(=O)Cc2ccc(OC)cc2)nnc1SCC(=O)Nc1ccc(C(=O)O)cc1	6	-10	13	19	1	-9	0	4	13	3	9
Cc1ccc(CSc2nnc(-c3ccccn3)n2C)cc1	0	-62	-17	-141	-5	-12	-41	-6	-146	-41	-9
CN(CC(=O)Nc1ccc(Cl)c(C(F)(F)F)c1)C(=O)c1cc(=O)c2ccccc2o1	0	12	7	22	-24	8	6	18	46	-10	14
CN1C(=O)/C(=C/c2ccccc2F)Sc2ccc(C(=O)N3CCCC3)cc21	0	27	6	-28	10	25	11	8	-5	17	-7
O=C(CCNC(=O)c1ccccc1Cl)Nc1nccs1	4	-7	-8	4	13	1	-26	2	25	-9	4
O=C(NCC(=O)N1CCN(Cc2ccc3c(c2)OCO3)CC1)c1ccccc1F	.	2	12	2	-28	6	-41	-9	-4	3	31
Cc1cc(C)c(C(=O)COC(=O)C2CCN(c3ccc(C(F)(F)F)cn3)CC2)c(C)c1	2	-23	13	6	-3	-7	-13	5	-11	6	16
CC1CC(C)CN(C(=O)c2ccc(CSc3nc4ccncc4[nH]3)cc2)C1 (stereo unspecified)	3	-10	45	5	-20	9	20	-12	13	.	-10
CC(NC(=O)NC(=O)c1ccc(Cl)cc1)c1ccccc1 (stereo unspecified)	0	-19	-1	-48	-1	-160	-7	-7	-19	0	2
O=C(NC1=NCCS1)C1COc2ccccc2O1 (stereo unspecified)	2	86*	80	83*	-14	106*	-61	43	106*	80*	5
COc1ccc(C(NC(=O)C2CCN(CCOc3ccccc3)CC2)c2ccccn2)cc1 (stereo unspecified)	.	-9	3	10	6	5	-1	9	-10	.	-10
COc1cc(CN2CCN(C(=O)c3ccc(-c4ccccc4)cc3)CC2)cc(OC)c1OC	-4	5	53	15	2	-36	24	-1	1	7	0
O=C(CCCCCn1c(SCC(=O)c2ccccc2)nc2ccccc2c1=O)NCc1ccco1	6	-8	3	7	0	-12	14	1	22	15	-8
Cc1noc(NS(=O)(=O)c2ccc(NC(=O)c3ccc(OC(C)C)cc3)cc2)c1C	2	7	-6	8	11	6	3	10	1	-9	16
O=C(COC(=O)c1ccccc1NC(=O)c1ccco1)NC1CCS(=O)(=O)C1 (stereo unspecified)	-4	-3	-1	5	-4	-6	-20	0	4	12	-22
O=C(c1ccccc1)c1ccccn1	0	12	17	1	10	11	-11	-10	-2	0	-12
COc1ccccc1OCCCCn1c(C(C)O)nc2ccccc21 (stereo unspecified)	1	-5	-16	17	1	-3	8	-18	20	-6	6
Cc1cc(C)c2nncn2n1	0	-1	4	17	5	9	-12	7	2	-8	-8
CC1CCCCN1CCCn1c(=S)[nH]c2ccccc2c1=O (stereo unspecified)	2	14	-12	13	1	-4	-17	-8	6	-8	-10
CN(C)S(=O)(=O)Oc1cccc(C(=O)Nc2ccc([N+](=O)[O-])cc2)c1	-1	4	31	-244	-1	32	-124	29	-293	-14	-14
COc1ccc(NC(=O)C2CC(=O)N(Cc3ccco3)C2)cc1Cl (stereo unspecified)	2	-18	4	-25	-5	-11	-26	0	-13	-11	-1
COc1ccc(N2CC(C(=O)Nc3ccc(S(=O)(=O)N4CCCCC4)cc3)CC2=O)cc1 (stereo unspecified)	3	-8	6	15	-13	1	3	4	-2	1	27
O=C(NC(=S)NCC1CCCO1)c1ccc(Cl)cc1 (stereo unspecified)	-1	-69	-46	-154	-10	-23	-54	-5	-184	-84	-1
Cc1ccc(C(=O)Nn2cnc3ccccc3c2=O)cc1C	0	-25	-59	-188	4	-14	-37	2	-203	-43	8

Look-ups from the list.
CF NFkB block with O=C(c1ccccc1)c1ccccn1 reads -12
NR2E3 ag-2 with Cc1noc(NS(=O)(=O)c2ccc(NC(=O)c3ccc(OC(C)C)cc3)cc2)c1C reads 3
TROY NFkB inh with Cc1ccc(C(=O)Nn2cnc3ccccc3c2=O)cc1C reads -25

(more compounds)
SMILES	NR2E3 ag-1	TROY NFkB inh	Shn3 3UTR inh	HIF-2a block	KKLEB cytotox	TWEAK-Fn14 inh	NR2E3 ag-2	C8 TRAIL sens	Peg3 promoter	MITF TRPM1 inh	CF NFkB block
Cc1ccc(C)c(-n2nnnc2SCC(=O)NCC2CCCO2)c1 (stereo unspecified)	2	4	19	-5	-7	-9	12	9	0	5	0
COC(=O)CN(c1cccc(OC)c1)S(C)(=O)=O	2	1	8	5	-4	2	-12	-15	1	-1	-7
O=C(CCc1nnc(-c2ccc3c(c2)OCO3)o1)N1CCC(c2ccc(F)cc2)C1 (stereo unspecified)	4	-26	-61	-239	-10	-38	-24	5	-193	-66	10
COc1nn(-c2ccccc2)c(=O)c(Cl)c1Cl	8	74*	2	93*	-66*	99*	24	91*	105*	84*	91*
O=C1CCc2cc(NS(=O)(=O)c3ccccc3)cc3c2N1CCC3	3	-12	2	-20	10	6	46	-17	-28	-10	-7
COc1ccc(-n2c(=O)c3c4c(sc3n3c(=S)[nH]nc23)COC(C(C)C)C4)cc1 (stereo unspecified)	1	-12	-5	28	-11	2	12	8	12	.	5
COC(=O)c1cc(NC(=O)Cc2coc3cc(OC)ccc23)cc(C(=O)OC)c1	3	13	10	25	4	17	9	-4	14	6	-4
NC(=O)c1nc(C2CCCCC2)nc2c1[nH]c(=O)n2-c1ccc(F)cc1	-1	-11	2	-8	-10	-11	-28	-6	-4	8	18
O=C(CCNC(=O)c1ccc([N+](=O)[O-])cc1)Oc1ccc(F)c(F)c1	.	7	15	15	2	0	0	-19	-9	3	1
Cc1cccc(C)c1NC(=O)COC(=O)c1ccc2c(c1)OCO2	-1	3	-6	3	0	1	-17	-8	-5	10	12
N#CCCN(C(=O)COC(=O)c1ccc2c(c1)OCO2)c1ccccc1	3	-11	-13	3	-1	-4	13	-6	4	-5	-13
CCOC(=O)c1[nH]cnc1C(=O)Nc1cccc(OC)c1	4	9	-14	0	-15	-6	-7	-7	-10	-13	5
CCOC(=O)C1=C(N)OC2=C(C(=O)CCC2)C1c1sccc1C (stereo unspecified)	2	-46	-7	-1	0	-16	-9	-8	-9	6	-5
CCCCc1nnc(NC(=O)C(=O)OCC)s1	3	2	0	8	8	29	-11	-2	-5	11	-19
Clc1cc2c(c(CSc3nc4ccccc4n4cccc34)c1)OCOC2	2	3	-48	26	-5	37	7	30	20	-8	8
O=C(COC(=O)CNC(=O)c1cccc(OC(F)F)c1)NNC(=O)c1ccccc1	2	-3	-18	4	-9	9	2	-17	2	-4	15
N#CCCN(C(=O)CSc1ncccn1)c1ccc2c(c1)OCCO2	3	-8	-9	20	-1	-4	-15	7	0	-4	14
CCOc1ccc(/C=N/NC(=O)c2c(C)n(C)c3ccc(OC)cc23)cc1	-5	-7	9	-15	-12	7	-38	-11	13	-2	8
O=C(NC(=S)Nc1ccccc1N1CCCC1)c1ccco1	-2	36	.	76*	-6	33	5	-28	-18	14	9
COc1cc(OC)cc(C(=O)OCC(=O)Nc2cccc(C(C)=O)c2)c1	-1	11	-3	-9	-8	1	15	7	4	-11	4
C=CCC(=O)N(CC)CC1CCCN(CCc2cccc(F)c2)C1 (stereo unspecified)	.	-2	1	16	-3	2	-1	-7	5	-1	16
CC(=O)Nc1cccc(-c2ccnc3c2CC(C)(C(=O)NCCN(C)C)O3)c1 (stereo unspecified)	.	-5	0	2	-2	-10	-28	-7	-12	.	-15
COC(=O)c1ccc(CN2CCN(Cc3ccc(F)cc3)C(CCO)C2)cc1 (stereo unspecified)	1	-5	21	8	-23	4	3	2	8	-7	18
COc1ccc(/C=C2\C(=O)N(Cc3ccc(F)cc3)CC(=O)N2Cc2ccccc2)cc1	3	15	9	23	-11	-8	22	-9	23	0	20
CCC(C)NC(=O)C1CCCN(c2nc(C)cc(OC)n2)C1 (stereo unspecified)	5	-37	-10	-2	12	14	26	7	6	1	-12
Cc1cc(=O)n2c(n1)NC(Nc1cccc(C)c1C)=NC2c1ccccc1 (stereo unspecified)	-1	-10	-2	16	-2	5	-20	14	14	-13	-18
Cn1c(=O)c(C(=O)NCC2CCCO2)c(O)c2ccccc21 (stereo unspecified)	-1	-63	-62	-244	-5	14	-88	25	-113	-53	1

Screens deposited in PubChem by several laboratories.

These rows are one share of the data; count on the stated rates, not on these rows.
